Lipid storage S3 – qHTS Assay for Lipid Storage Modulators in Drosophila S3 Cells. Drosophila S3 cells, BODIPY lipid droplet fluorescence, 18-24 h; cells fed with added oleic acid. lipid storage change, negative = inhibition, % at the top dose, mostly 46.1 µM; hits show Potency in µM. actives 0.64% (n = 320,000). AID 2685; active means well fitted inhibition curve with a large enough effect in the signal ratio, with a control signal flat, not every such curve was filed as active; inconclusive means small, poorly fitted or top-dose-only effect, or effect the other way, or a change in a side signal; the % refers to the signal ratio
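Laser-scanning cytometry quantifies lipid droplet accumulation (500–530 nm total intensity; droplet/cell object ratio) in oleic acid-fed (400 uM added) Drosophila S3 cells treated with a concentration series. 20 uM Triacsin C defined 100% inhibition.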
Lipid storage S3 cell count max – recorded beside Lipid storage S3, whose call it bears; cell number change, %; measured here: cell count max response;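 cells counted by Cell Tracker Red CMTPX staining in the red channel; peak over a dose series mostly up to 46.1 µM; percent activity relative to internal control wells on each plate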
* = called active by the depositor; i = inactive; ? = inconclusive; nt = no result given; [ ] = dose if it differs, or a comment. On the % scale 0 is the no-effect control and ±100 the full control effect; potency means the concentration at half of the fitted maximal effect. Some of the compounds tested; rates above refer to the full screens.

Preview, 6 compounds:
SMILES	Lipid storage S3	Lipid storage S3 cell count max
COc1ccccc1NS(=O)(=O)c1cc(N2Cc3ccccc3C2=N)ccc1N1CCOCC1	i	nt
S=C1NC[C@H](CC2CCCCC2)N1CCc1cccc2ccccc12	?	nt
COc1ccc(N2CCN(c3oc(-c4ccco4)nc3C#N)CC2)cc1	?	nt
CCCCNC(=O)N1CCN(C(=O)c2ccco2)CC1	11%	13
O=C(CN1CCCCC1)Nc1cccc(Br)c1	23µM*	-15*
C=CCOC(=O)C1=C(C)NC(=O)NC1c1cc(Cl)cc(Cl)c1OC (stereo not given)	?	nt

The list itself, from the first entry:
SMILES	Lipid storage S3	Lipid storage S3 cell count max
COc1ccccc1NS(=O)(=O)c1cc(N2Cc3ccccc3C2=N)ccc1N1CCOCC1	i	nt
S=C1NC[C@H](CC2CCCCC2)N1CCc1cccc2ccccc12	?	nt
COc1ccc(N2CCN(c3oc(-c4ccco4)nc3C#N)CC2)cc1	?	nt
CCCCNC(=O)N1CCN(C(=O)c2ccco2)CC1	11%	13
O=C(CN1CCCCC1)Nc1cccc(Br)c1	23µM*	-15*
C=CCOC(=O)C1=C(C)NC(=O)NC1c1cc(Cl)cc(Cl)c1OC (stereo not given)	?	nt
COc1cc(OC)cc(C(=O)NCc2ccc3c(c2)cc(C)n3C)c1	-4%[9.22 µM]	-7
C=C(CC)C(=O)c1ccc(OCC(=O)O)c(Cl)c1Cl	?	nt
Cc1ccc(C)c(SCC(=O)OCC(=O)NCCNC(=O)COC(=O)CSc2cc(C)ccc2C)c1	?	nt
COc1ccccc1N1CCN(C(=O)C2Cc3ccccc3CN2C(=O)c2ccco2)CC1 (stereo not given)	i	15
O=C(CSc1nnc2c(n1)[nH]c1ccccc12)Nc1nncs1	?	nt
COc1ccc(C)cc1NC(=O)CNC(=O)[C@@H]1Cc2ccccc2CN1	i	18
CN(CC(=O)Nc1ccccc1Cl)C(=O)CSc1nc2ccccc2s1	6%	-1
COCCn1c(SCC(=O)NCc2cccs2)nnc1-c1ccc(OC)cc1	-4%	9
CCOc1ccc(NC(=O)CCSc2ccc(C)cc2)cc1	4%	6
COc1ccc(Cc2noc(CN3CCN(Cc4cccc(Cl)c4)CC3)n2)cc1OC	-2%	12
CN(CC(=O)Nc1ccc(S(N)(=O)=O)cc1)C1CCCCC1	?	nt
COC(=O)C1CCN(C(=O)NC2CC(=O)N(c3ccc4c(c3)OCCO4)C2)CC1 (stereo not given)	?	nt
Cc1ccc(Nc2c(-c3ccc(C)o3)nc3cnccn23)cc1	?	nt
CS(=O)(=O)c1ccc(Cl)c(NC(=O)c2cc(=O)[nH]c3ccc(S(=O)(=O)N4CCOCC4)cc23)c1	?	nt
O=C(CN1C(=O)NC2(CCCC2)C1=O)Nc1cc(Cl)ccc1N1CCOCC1	?	nt
CCOC(=O)CN1C(=O)CSc2ccc(S(=O)(=O)N3CCCC3)cc21	?	nt
CC(C)(C(N)=O)N1CCN(c2ncc(C(F)(F)F)cc2Cl)CC1	?	nt
COc1ccc(Cl)cc1NC(=S)N(CCCN1CCOCC1)Cc1cn(C)c2ccccc12	?	nt
NNC(=O)c1cc2ccccc2cc1O	10%	12

Next section.
SMILES	Lipid storage S3	Lipid storage S3 cell count max
O=C(OCCOc1ccc(Br)cc1)c1ccc(Cl)c(S(=O)(=O)N2CCOCC2)c1	?	nt
COc1ccc(N2CCN(C(=O)CSc3ncnc4c3cnn4-c3ccccc3C)CC2)cc1	?	nt
O=C(Nc1nc2ccc(F)cc2s1)c1cccc(S(=O)(=O)N2CCc3ccccc32)c1	?	nt
N#Cc1cc(C#N)c(SCC(=O)N2CC(=O)Nc3ccccc32)nc1N	?	nt
NC(=S)N=Nc1c(O)n(Cc2ccccc2)c2ccccc12	14%	-3
COCCn1c(Cc2ccccc2)nnc1SCC(=O)Nc1ccccc1	?	nt
Cc1ccc(-n2nnnc2Sc2nc([N+](=O)[O-])nn2C)cc1C	?	nt
N=c1c2c(-c3ccccc3)c(-c3ccccc3)n(Cc3ccccc3)c2ncn1CCCn1ccnc1	-19%	-4
Cc1nc(NC(=O)/C=C/c2ccc(Cl)cc2Cl)sc1C(=O)N(C)C	2%	4
NS(=O)(=O)c1ccc(NC(=O)CN2CCCCC2)cc1	?	nt
COc1cccc(NC(=O)c2cc(S(=O)(=O)N3CCc4ccccc43)cn2C)c1	8%	7
CCOC(=O)CC(NC(=O)Cn1nnc(-c2ccccc2Cl)n1)c1ccc(OC)cc1 (stereo not given)	0%	11
O=C(C[n+]1cc(Br)cc(Br)c1)c1ccc(-c2ccccc2)cc1	7%	14
COc1ccccc1-c1cc(C(=O)NCc2ccc(Cl)cc2)no1	?	nt
CNc1nc(C(=O)O)nc(N2CCOCC2)n1	2%	20
Cc1ccc(S(=O)(=O)Nc2ccccc2C(=O)NCC2CCCO2)cc1 (stereo not given)	?	nt
COc1ccc(Cc2nnc3c4cnn(C)c4ncn23)cc1	?	nt
COc1ccc(Oc2coc3cc(O)ccc3c2=O)cc1	?	nt
COc1ccc([C@H]2[C@H](C(=O)OC(C)(C)C)N3N=Cc4ccccc4C3C23C(=O)c2ccccc2C3=O)cc1OC (stereo not given in full)	?	nt
CC1(c2ccc3noc(-c4ccc(Cl)cc4)c3c2)OCCO1	?	nt
Cc1cc(=O)oc2cc(NC(=O)c3cccc(S(=O)(=O)N(C)C)c3)ccc12	?	nt
O=C(CN1C(=O)NC2(CCCc3ccccc32)C1=O)N1CCN(C(=O)c2ccco2)CC1 (stereo not given)	i	6
O=C(O)CSCC(=O)NCc1csc2ccc(Cl)cc12	18%	nt
Cc1cc(NC(=O)CCC(=O)N(CC(=O)NC2CCCC2)Cc2ccco2)no1	i	nt
COc1ccc(S(=O)(=O)N2CCOCC2)cc1NC(=O)c1ccc2c(c1)OCO2	?	nt

(further entries)
SMILES	Lipid storage S3	Lipid storage S3 cell count max
COc1cc(C(=O)Nc2ccc(N(C)C)cc2)cc(OC)c1OC	?	nt
CCc1ccc(C(=O)Nc2ccc(S(=O)(=O)Nc3nc(C)cc(C)n3)cc2)o1	-2%	12
O=C(Nc1cccc(F)c1)C1CCCN1S(=O)(=O)c1cccc2cccnc12 (stereo not given)	?	nt
O=C(NCCc1csc(-c2ccccc2)n1)c1ccccc1F	?	nt
O=C(OCN1C(=O)c2ccccc2C1=O)c1ccccc1	i	-8
O=C(Nc1ccccc1N1CCOCC1)c1cccc(S(=O)(=O)N2CCOCC2)c1	-9%	3
CC(Nc1cc(N2CCN(C(=O)C(C)(C)C)CC2)ccc1[N+](=O)[O-])c1ccccc1 (stereo not given)	?	nt
O=C(COC(=O)C1CCC1)NCCc1ccc(Cl)cc1Cl	?	nt
CCC(=O)Oc1ccc(C(=O)Nc2ccc3c(c2)C(=O)N(C2CCCCC2)C3=O)cc1	?	nt
Cc1oc(-c2ccccc2F)nc1CS(=O)CC(=O)NCc1ccc(F)cc1 (stereo not given)	-11%	-3
O=C(Cc1ccc(Br)cc1)OCC(=O)c1ccc2c(c1)OCCO2	-9%	-6
CCN(CC)C(=O)c1ccc2c(c1)N(Cc1ccccc1)C(=O)CS2=O (stereo not given)	?	nt
O=S(=O)(NCCCNS(=O)(=O)c1c(F)cccc1F)c1ccc2c(c1)OCCO2	2%	4
COc1ccc(NC(=O)/C(C#N)=C/c2ccc[nH]2)c(OC)c1	?	nt
Cc1noc(C)c1C(=O)NCc1ccccc1F	?	nt
O=C1CCCN1c1cc(Cl)ccc1Cl	i	nt
COc1ccc(OC)c(N2C(=O)C(Cl)=C(N3CCOCC3)C2=O)c1	?	nt
CN(CC(=O)N1CCc2ccccc2C1)S(=O)(=O)c1ccc2c(c1)c(=O)n(C)c(=O)n2C	i	nt
CC(=O)NNc1cc(C)nc(NS(=O)(=O)c2ccc(C)cc2)n1	?	nt
NC(=O)C1CCN(C(=O)CC2(CC(=O)O)CCCC2)CC1	-10%	-8
Cc1ccc(N(C)S(=O)(=O)c2c[nH]c3ccc([N+](=O)[O-])cc23)cc1	i	3
CC(OC(=O)CNC(=O)c1ccc(F)cc1)C(=O)Nc1ccc(S(=O)(=O)N2CCOCC2)cc1 (stereo not given)	?	nt
Cc1cc(C)cc(NC(=O)Cn2c(-c3ccccc3Cl)nc3ccccc32)c1	30%	3
COC(=O)CN1C(=S)N(c2ccc(Cl)cc2)C(=O)C1CC(=O)Nc1ccccc1 (stereo not given)	?	nt
O=C1N(Cc2ccc(F)cc2)CCN1c1ccc(F)cc1	12%	12

Reformatted comma-delimited: part of the list above.
mol,Lipid storage S3,Lipid storage S3 cell count max
Cc1cc(C)cc(NC(=O)Cn2c(-c3ccccc3Cl)nc3ccccc32)c1,30%,3
O=C(OCN1C(=O)c2ccccc2C1=O)c1ccccc1,i,-8
O=C(COC(=O)C1CCC1)NCCc1ccc(Cl)cc1Cl,?,nt
COc1ccc(OC)c(N2C(=O)C(Cl)=C(N3CCOCC3)C2=O)c1,?,nt
O=C(Cc1ccc(Br)cc1)OCC(=O)c1ccc2c(c1)OCCO2,-9%,-6

Back to the main list; the 2 compounds before the break are reprinted first.
SMILES	Lipid storage S3	Lipid storage S3 cell count max
COC(=O)CN1C(=S)N(c2ccc(Cl)cc2)C(=O)C1CC(=O)Nc1ccccc1 (stereo not given)	?	nt
O=C1N(Cc2ccc(F)cc2)CCN1c1ccc(F)cc1	12%	12
Cn1nc(N)c2c(-c3ccc(Cl)cc3)c(C#N)c(N)nc21	?	nt
CCOc1cc2c(cc1OCC)C(C(=O)O)C(c1cc(Br)c(O)c(OC)c1)N(C)C2=O (stereo not given)	-11%	nt
Cc1ccc(CSC2=CS(=O)(=O)c3ccccc3N2)cc1	0%	5
CC(C)(C#N)NC(=O)C(=O)c1c(-c2ccccc2)cc2ccccn12	?	nt
COc1ccc(CCNC(=O)Nc2ccc(F)cc2F)cc1OC	?	nt
C=CCC1CCCC(=O)N2CC[C@H](O)C12 (stereo not given in full)	-3%	10
CCC1CCCN1Cn1cnc2c([nH]c3ccc(Cl)cc32)c1=O (stereo not given)	0%	-5
COc1cc(CN2CCN(Cc3ccc(C)cc3)C(CCO)C2)cc(OC)c1O (stereo not given)	20%	9
CCOc1[nH]n(-c2ccccc2)c(=O)c1C=NCc1cccnc1	?	nt
Cc1ccc(-c2ccc(/C=N/c3ncn[nH]3)o2)cc1Cl	i	nt
COC(=O)c1ccc(C(=O)OC)c(NC(=S)N2CCCC(CO)C2)c1 (stereo not given)	?	nt
CCCn1nc(NC(=O)c2cccs2)c2cc3ccccc3nc21	-14%	-13
COC(=O)CCNS(=O)(=O)c1ccc2nsnc2c1	?	nt
CCOC(=O)c1nnn2c3ccccc3c(=O)n(C)c12	0%	15
O=C(c1ccccc1N1CCOCC1)N1CCCC(Nc2ccc(F)cc2)C1 (stereo not given)	i	-1
Cc1ccc(C(C)C)c(OCCNCc2ccccc2)c1	?	nt
CC(C)CC(c1nnnn1CCc1ccccc1)N1CCN(C(=O)c2ccco2)CC1 (stereo not given)	26%	3
NC(=O)c1cc([N+](=O)[O-])c(Cl)cc1NCc1cccnc1	9%	8
CC(C)N(C(=O)COC(=O)c1cccc(N(C)C)c1)c1ccccc1	i	18
CC1CCN(C(=O)c2ccccc2SCC(=O)NCC2CCCCC2)CC1	i[0.0737 µM]	2
COC(=O)Cn1cnc2c(cnn2-c2ccc(OC)cc2)c1=O	?	nt
COC(c1ccccc1)c1nnc(CCC(=O)N(C)CCc2ccccc2)o1 (stereo not given)	?	nt
Cc1ccc(S(=O)(=O)N(Cc2cc3cc4c(cc3[nH]c2=O)OCCO4)CC2CCCO2)cc1 (stereo not given)	?	nt
N=c1sccn1CC(=O)Nc1ccccc1Cc1ccccc1	?	nt
Cc1nc2ccccc2n1CSc1ccccc1	6%	7

Other structures follow.
SMILES	Lipid storage S3	Lipid storage S3 cell count max
COc1ccccc1NC(=O)NC1(C(=O)N2CCCCC2)CCCCC1	i	11
CCc1ccc(Nc2ncc3c(n2)CC(c2ccc(OC)cc2)CC3=O)cc1 (stereo not given)	5%	13
CCC1(C)Cc2c(sc3nnn(CC(=O)Nc4ccccc4)c(=O)c23)CO1 (stereo not given)	?	nt
COc1ccc(C(=O)NC(=S)Nc2ccccc2F)cc1	?	nt
O=S1(=O)CCN(Cc2ccc(Cl)cc2)CC1	-13%	nt
O=C(CCNC(=O)c1ccc([N+](=O)[O-])cc1)NC1CCCCC1	?	nt
COc1cc(/C=C/C(=O)N2CCCc3ccccc32)cc(OC)c1OC	19%	nt
COc1cc(/C=C(\C#N)C(=O)Nc2cccc3ncccc23)cc(OC)c1OC	?	nt
COC(=O)c1ccc(NS(=O)(=O)N(C)C)cc1	?	nt
CC(=O)c1ccc(N(C(=O)Cn2nnc(-c3ccccc3)n2)C(C(=O)NC2CCCCC2)c2ccccn2)cc1 (stereo not given)	14%	nt
CSc1nc2ccsc2c(=O)n1-c1ccccc1	?	nt
CCCNC(=O)CN(C)S(=O)(=O)c1c(C)cc(C)cc1C	6%	3
Cc1ccsc1/C=N/NC(=O)c1c[nH]c2ccccc12	1%	-3
C=CCc1cc2c(oc(=O)c3ccccc32)c(C)c1O	9%	-13
Cc1cccc(C(=O)NCC(=O)OCC(=O)N2CC3(C)CC2CC(C)(C)C3)c1 (stereo not given)	?	nt
CCCNC(=O)CN(C)CC(=O)Nc1ccccc1C#N	?	nt
COc1ccc(OC)c(C2CC(c3c(-c4ccccc4)c4cc(Cl)ccc4[nH]c3=O)=NN2S(C)(=O)=O)c1 (stereo not given)	?	nt
O=C(COC(=O)C1CCC1)NCc1ccccc1Cl	?	nt
COc1ccc(NC(=O)NC2CCCc3ccccc32)c(OC)c1 (stereo not given)	?	nt
CC12CN3CC(C)(CN(C1)C3c1cc3ccccc3[nH]1)C2=O (stereo not given)	?	nt

Assay outcomes as filed in PubChem BioAssay.
